Source: PubChem (several laboratories)
CR mimetic SO: lowers age-related superoxide in aged yeast cells; S. cerevisiae aged cells, superoxide DHE fluorescence; hits give low values; superoxide response (% of plate mean), % at 10 µM; 330,000 compounds, 0.18% hits; AID 2690;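 active = superoxide response under a set limit, about three screen SD below normal, cut at about 65% in these data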;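 note: yeast aged for seven days with compound at 30 °C before DHE staining; 100% = average MFI of all compound-treated wells on the plate with controls excluded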
procasp7 counter: activates human procaspase-7, counter-screen for procaspase-3 activators; P55210; recombinant procaspase-7, Ac-DEVD-pNA absorbance 405 nm; D23A/D198A/D206A triple mutant, cannot self-cleave; scale: DMSO 0, 5 µM enzyme 100; activation, % at 8.5 µM; 330,000 compounds, 0.093% hits; AID 463210;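 active = percent activation above the screen-wide mean plus 3 SD, cut at about 25% in these data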
Target sequence (P55210 whole entry D23A/D198A/D206A): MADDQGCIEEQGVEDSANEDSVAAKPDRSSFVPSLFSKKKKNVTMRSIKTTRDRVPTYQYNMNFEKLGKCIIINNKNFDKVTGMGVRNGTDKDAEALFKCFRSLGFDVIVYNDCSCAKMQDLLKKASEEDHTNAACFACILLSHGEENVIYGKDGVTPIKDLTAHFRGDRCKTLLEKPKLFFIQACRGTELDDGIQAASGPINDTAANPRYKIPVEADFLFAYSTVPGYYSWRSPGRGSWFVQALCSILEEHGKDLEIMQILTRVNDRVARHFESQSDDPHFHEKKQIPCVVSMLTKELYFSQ
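Detection: p-Nitroaniline absorbance at 405 nm, read at 0 and 120 min; system: Uncleavable procaspase-7 mutant enzyme; evaluation: % activation from two-timepoint absorbance difference, scaled to controls; times: 1 h enzyme–compound preincubation and 2 h substrate reaction, both 25 °C; buffer or medium: Zinc-free HEPES pH 7.4 with 300 mM NaCl, 0.01% Triton X-100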
RPL19A TOR yeast: alters RPL19A-GFP fluorescence in TOR pathway yeast screen; percent response vs DMSO, % at 10 µM; AID 2025; S. cerevisiae RPL19A-GFP strain, flow cytometry, 3 h; hits give low values; 330,000 compounds, 0.3% hits;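 active = percent response vs DMSO below 50%; inconclusive = fewer than 70 events counted for the yeast strain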;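 note: median channel GFP fluorescence of the barcoded RPL19A-GFP strain; ratio of sample median GFP to plate DMSO average so 100% = DMSO; lower means less RPL19A-GFP as with rapamycin TOR inhibition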
AHR activator: activates the human aryl hydrocarbon receptor; AHR-responsive luciferase reporter cells, luminescence; AID 2796; 320,000 compounds, 2.5% hits; P35869; activation, % at 5 µM; in the data active = activation above about 47%;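 note: 0% = vehicle wells and 100% = reference agonist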
JMJD2C inh: blocks human GASC-1 demethylase activity | Q9H3R0 | GST-JMJD2C(1-420) H3K9me3 demethylation, DELFIA europium | inhibition, % at 2.35 µM | 330,000 compounds, 0.069% hits | AID 2099;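 active = more than half of a compound's replicate wells show inhibition beyond 50%, single wells judged on their own value; inconclusive = some, but no more than half, of replicates pass 50% inhibition; inactive = no replicate passes 50% inhibition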;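 note: signal counts dimethyl H3K9 product captured on neutravidin plate; 0% = median of DMSO wells and 100% = 0.3 times that DMSO median; strong numbers were not always called active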
Target sequence (Q9H3R0 1-420 limits assumed): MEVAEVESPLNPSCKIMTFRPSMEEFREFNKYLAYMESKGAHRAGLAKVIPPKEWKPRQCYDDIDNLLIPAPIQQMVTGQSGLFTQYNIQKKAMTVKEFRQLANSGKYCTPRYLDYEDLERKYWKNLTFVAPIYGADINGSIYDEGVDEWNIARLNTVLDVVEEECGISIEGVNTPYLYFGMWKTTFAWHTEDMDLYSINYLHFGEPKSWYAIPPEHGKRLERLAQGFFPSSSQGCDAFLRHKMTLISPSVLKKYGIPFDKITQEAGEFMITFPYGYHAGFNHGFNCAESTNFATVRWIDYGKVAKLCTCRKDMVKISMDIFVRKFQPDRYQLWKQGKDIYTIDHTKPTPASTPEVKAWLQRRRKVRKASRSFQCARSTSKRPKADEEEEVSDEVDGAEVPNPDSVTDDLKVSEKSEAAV
LAP4 TOR yeast: yeast TOR pathway LAP4-GFP modulation. S. cerevisiae LAP4-GFP multiplex, flow cytometry GFP, 3 h; median GFP as percent of DMSO wells. GFP response vs DMSO, % at 10 µM. 320,000 compounds, 0.34% hits. AID 2023;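 active = GFP response vs DMSO above a set limit, about the screen mean plus 3 SD, cut at about 150% in these data; inconclusive = under 70 cell events counted for the yeast strain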
procasp3 activ: activates human procaspase-3; recombinant procaspase-3 D3A, Ac-DEVD-pNA absorbance 405 nm; activation, % at 8.5 µM; 330,000 compounds, 0.11% hits; AID 463141;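 active = activation above the mean of all tested compounds plus 3 SD, cut at about 21% in these data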;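 note: 0% = DMSO alone and 100% = DMSO wells spiked with extra 5 µM PC-3 D3A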
Target sequence (P42574 whole entry D9A/D28A/D175A): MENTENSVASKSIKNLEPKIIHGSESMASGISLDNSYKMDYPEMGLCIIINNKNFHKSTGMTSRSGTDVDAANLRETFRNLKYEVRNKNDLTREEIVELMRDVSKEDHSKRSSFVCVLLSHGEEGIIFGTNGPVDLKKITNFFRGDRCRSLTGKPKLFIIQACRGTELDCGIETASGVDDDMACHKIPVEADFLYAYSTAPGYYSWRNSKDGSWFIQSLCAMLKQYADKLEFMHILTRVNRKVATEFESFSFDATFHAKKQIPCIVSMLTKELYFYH
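Test system: Procaspase-3 D3A mutant; medium: Zinc-free HEPES/NaCl buffer with 0.01% Triton X-100 at pH 7.4; reagent: DEVD-pNA substrate; doses: one concentration, 8.5 µM nominal, 0.8% DMSO; times: 1 h preincubation plus 2 h reaction at 25 °C; signal: Epi-absorbance at 405 nm of released p-nitroaniline, 0 and 120 min; replicates: singlicate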
MEP2 TOR yeast: alters MEP2-GFP fluorescence in TOR pathway yeast screen. AID 2016. GFP response vs DMSO, % at 10 µM. S. cerevisiae MEP2-GFP strain, flow cytometry GFP, 3 h; 100% = DMSO control level. 330,000 compounds, 0.51% hits;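 active = GFP response versus DMSO above a set limit, roughly screen mean plus 3 SD, cut at about 180% in these data; inconclusive = fewer than 70 cells counted for a yeast strain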;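 note: median GFP fluorescence of the barcode-gated MEP2-GFP cells per well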
The depositor's hits bear a star; ? = inconclusive; / = not tested or not shown; & = joins results of further samples. The order is random, and some 3.8% of all compounds hit somewhere here.

Results follow in this order: CR mimetic SO	procasp7 counter	RPL19A TOR yeast	AHR activator	JMJD2C inh	LAP4 TOR yeast	procasp3 activ	MEP2 TOR yeast
> CCc1nc(SCC(=O)NC2CC2)c2c(C)c(C)sc2n1
    89	3	106	52*	19	101	8	98
> O=C(c1ccc2c(c1)OCO2)C1CCCN(Cc2cccc(C(F)(F)F)c2)C1 (stereo not given)
    105	9	90	2	-3	95	0	96
> CCOc1ccc(NC(=O)CN(C)c2ccc(S(=O)(=O)N(C(C)C)C(C)C)cn2)cc1OCC
    97	6	97	3	35	104	7	97
> CN(C)N=Nc1nc2c([nH]1)c(=O)n(C)c(=O)n2C
    91	-2	89	7	4	101	2	82
> COc1cc(C(=O)N[C@@H](C)C(=O)NCc2ccco2)cc(OC)c1OC
    107	-13	121	2	0	106	-18	106
> COC(=O)c1ccc(C(=O)Nc2nc3cc(N)c(C)cc3s2)cc1
    77	-7	99	6	-12	89	-8	104
> CCOC(=O)C1=C(CC)Nc2ccccc2N=C1NC(=O)c1cc(C)on1
    85	-9	97	7	3	95	0	99
> CC(C)C(=O)N[C@H]1CCC2C3CC=C4C[C@@H](O)CC[C@]4(C)C3CC[C@@]21C (stereo not given in full)
    109	1	99	0	-9	89	0	89
> Cc1ccc(Cn2nnc3c(=O)n(CC(=O)N4CCCc5ccccc54)cnc32)cc1
    83	5	101	0	-23	102	-10	98
> CCn1c(=O)cc(SCC(=O)Nc2ccc(OC)c(OC)c2)c2ccccc21
    102	-32	101	-8	-1	96	8	102
> COc1cc(/C=N/n2c(-c3n[nH]c4c3CCC4)n[nH]c2=S)ccc1O
    101	0	100	11	4	87	3	98
> S=c1nc(-c2ccccc2)oc2c1CCCC2
    100	6	101	12	1	91	-2	95
> CC(=O)Nc1ccc(S(=O)(=O)NCCNS(=O)(=O)c2ccc(NC(C)=O)cc2)cc1
    99	7	101	1	0	91	-6	110
> CC(C)(C)S(=O)(=O)c1ccccc1-c1noc(-c2ccccc2)c1C(N)=O
    108	-3	98	-2	-2	126	16	96
> COc1cccc(C(=O)Oc2cccc(N3C(=O)C4C5CC(C(Br)C5Br)C4C3=O)c2)c1 (stereo not given)
    99	5	98	2	4	91	1	99

The listing continues:
Results follow in this order: CR mimetic SO	procasp7 counter	RPL19A TOR yeast	AHR activator	JMJD2C inh	LAP4 TOR yeast	procasp3 activ	MEP2 TOR yeast
> O=C(NCc1ccco1)C(=O)NCC1OCCN1S(=O)(=O)c1ccc(Cl)cc1 (stereo not given)
    86	2	99	-2	-1	101	-7	97
> CCCS(=O)(=O)N1CCCC(C(=O)Nc2ccc3c(c2)CCC3)C1 (stereo not given)
    93	1	105	3	-11	96	2	102
> C/C=C/c1ccc(OCC(O)CNCCc2ccc(OC)cc2)c(OC)c1 (stereo not given)
    97	0	107	4	-17	94	2	106
> CCC1(CC)Cc2ccccc2-c2[nH]c(=S)[nH]c(=O)c21
    99	-9	94	2	2	116	-3	107
> O=C(Nc1ccnn1C1CCN(Cc2cc3ccccc3[nH]2)CC1)C1CCOC1 (stereo not given)
    97	-5	99	36	-5	92	-3	97
> CC(=O)OC1c2ccccc2C(=O)N1c1ccccc1C (stereo not given)
    117	-4	100	-1	-6	103	-4	96
> CCOC(=O)c1c(NC(=O)c2ccco2)n(C2CCCCC2)c2nc3ccccc3nc12
    107	-18	93	4	-4	109	-12	96
> Cc1ccc(CSc2nnc(C)c(=O)[nH]2)cc1
    99	-7	105	-3	0	87	6	106
> C=CCOc1cccc(CNCc2cccnc2)c1
    98	-1	105	8	7	92	-1	105
> CCCCNC(=O)C1Cc2cc(S(=O)(=O)N3CCCCC3)ccc2N1C(C)=O (stereo not given)
    83	-2	102	1	-4	104	3	107
> O=C(COc1ccccc1-c1ccccc1)NNC(=O)NC1CCCCC1
    109	2	107	-3	2	105	0	101
> CC1CN(C(=O)COC(=O)c2ccc(Cl)nc2)CC(C)O1 (stereo not given)
    101	3	104	2	0	111	3	109
> CCCCCOC(=O)Nc1nnc(CCC)s1
    93	6	103	8	-17	104	3	109
> COc1ccc(NC(=O)CCS(=O)(=O)c2ccc(Cl)cc2)cc1
    102	1	101	1	-10	96	2	100
> CCOC(=O)C(C)Oc1cccc2c(=O)n(CC(=O)N3CCCc4ccccc43)ccc12 (stereo not given)
    112	7	102	0	57	102	1	102

Remaining list, next part:
Results follow in this order: CR mimetic SO	procasp7 counter	RPL19A TOR yeast	AHR activator	JMJD2C inh	LAP4 TOR yeast	procasp3 activ	MEP2 TOR yeast
> C=CCn1c(C)c(/C=C/c2cc[n+](C)cc2)c2ccccc21
    82	-36	129	25	-8	171*	-38	286*
> COc1ccc(C)cc1-n1nnnc1SCC(=O)Nc1cc(C)on1
    82	11	92	3	?	93	6	98
> O=C(COC(=O)CCc1nc2ccccc2n1-c1ccccc1)Nc1cccc(Cl)c1
    98	6	106	1	15	96	7	100
> COC(=O)c1ccc(/C=N/Nc2nc(-c3ccc(C)cc3)cs2)cc1
    109	-15	105	28	11	105	0	103
> CC1CCCN(c2nc3ccccc3nc2C(C#N)S(=O)(=O)c2cccs2)C1 (stereo not given)
    99	-11	98	2	2	98	-8	102
> Cc1c(NC(=O)C2CC(c3cccc(Br)c3)=NO2)c(=O)n(-c2ccccc2)n1C (stereo not given)
    95	4	105	0	-9	111	1	106
> c1csc(CCNc2ncnc3sc4c(c23)CCC4)c1
    98	2	97	34	-1	129	5	100
> CC1(OC(=O)C2CCCC2)C(=O)C=C2C=C(c3ccsc3)N(CCc3c[nH]c4ccccc34)C=C2C1=O (stereo not given)
    98	-8	104	1	9	101	-7	99
> O=C(NNC(=O)c1sccc1-n1cccc1)c1ccc(Cl)cc1
    96	3	96	90*	-2	97	1	95
> O=C(Cc1cccc2ccccc12)N/N=C/c1ccc(O)c([N+](=O)[O-])c1
    99	-4	86	1	4	84	1	114
> CCOC(=O)c1ccc(NC(=S)NN2CCN(C)CC2)cc1
    91	1	108	-1	-2	94	6	107
> Cc1nc2c(c(C)nn2-c2ccccc2)c(C)c1CCC(=O)NCCCOC(C)C
    99	-2	103	17	-24	104	-3	108
> COc1ccc(NS(=O)(=O)c2ccc3nc(COc4ccc5ccccc5c4)[nH]c3c2)cc1
    107	7	/	28	-3	/	0	/
> COc1cc(C(=O)OCC(=O)NCc2ccco2)cc(OC)c1OC
    107	-4	101	2	-5	98	2	103
> Cc1ccc(NC2=C/C(=N/S(=O)(=O)c3cccs3)c3ccccc3C2=O)cc1C
    102	3	96	4	19	95	-4	108

Further compounds
Results follow in this order: CR mimetic SO	procasp7 counter	RPL19A TOR yeast	AHR activator	JMJD2C inh	LAP4 TOR yeast	procasp3 activ	MEP2 TOR yeast
> Cc1cccc(-n2ncc3c(N4CCC5(CC4)OCCO5)ncnc32)c1
    94	6	98	14	-3&0	115	2	99
> O=[n+]1c2c(n([O-])c3c1CCCC3)CCCC2
    98	9	87	2	4	90	7	93
> O=C(COC(=O)Cc1ccccc1F)Nc1ccc2[nH]c(=O)[nH]c2c1
    106	2	95	0	8	103	6	99
> Cc1cc(N2CCOCC2)n2nc(-c3cccc(F)c3)cc2n1
    115	3	100	41	0	110	11	106
> O=C(COc1coc(CN2CCN(c3ccccc3)CC2)cc1=O)Nc1ccccc1
    96	4	97	0	5	101	6	97
> Cc1ccc(Cl)c(OCC(=O)Nc2cccnc2)c1
    97	-4	102	-1	-3	114	3	109
> CN(CC(=O)Nc1cccc(S(=O)(=O)N(C)C)c1)Cc1ccccc1
    104	1	104	1	3	98	-2	102
> CCN(Cc1ccccc1)S(=O)(=O)c1c(C)[nH]c(C)c1C(=O)N1CCCC1
    78	7	97	2	8	87	3	97
> N#Cc1c(-c2ccccc2)nc2n(-c3ccccc3)nc(C(=O)Nc3ccccc3)n2c1=O
    108	17	96	25	3	94	-4	94
> Cc1nn(C)cc1/C=N/NC(=S)Nc1ccccc1
    97	-27	100	14	6	105	-14	99
> C=CCNc1nc(-c2ccc(O)c(C(N)=O)c2)cs1
    101	-16	97	25	0	96	4	95
> CCC(C)[C@H](NC(=O)OC(C)(C)C)C(=O)N/N=C/C1=Cc2ccccc2OC1 (stereo not given in full)
    85	-16	108	5	2	93	-7	102
> O=C(Nc1nc2ccccc2[nH]1)c1ccccc1OC(F)F
    81	-5	90	51*	-3	86	1	99
> S=c1[nH]nc(COc2ccc(Cl)cc2)o1
    112	-24	100	-1	-12	90	-24	99
> COC(=O)c1ccccc1NC(=O)CN1C(=O)c2ccccc2C1=O
    110	3	94	0	-4	113	-2	93

Some of these compounds in order of molecular weight, highest first:
Results follow in this order: CR mimetic SO	procasp7 counter	RPL19A TOR yeast	AHR activator	JMJD2C inh	LAP4 TOR yeast	procasp3 activ	MEP2 TOR yeast
> O=C(COc1coc(CN2CCN(c3ccccc3)CC2)cc1=O)Nc1ccccc1
    96	4	97	0	5	101	6	97
> Cc1cc(N2CCOCC2)n2nc(-c3cccc(F)c3)cc2n1
    115	3	100	41	0	110	11	106
> O=[n+]1c2c(n([O-])c3c1CCCC3)CCCC2
    98	9	87	2	4	90	7	93

(further entries)
Results follow in this order: CR mimetic SO	procasp7 counter	RPL19A TOR yeast	AHR activator	JMJD2C inh	LAP4 TOR yeast	procasp3 activ	MEP2 TOR yeast
> Cc1ccc(CNC(=O)CCCC(=O)Nc2cc(C)on2)cc1
    97	-1	85	-1	-2	81	-1	88
> O=C(NC(=S)Nc1ccc(N2CCCCC2)c(Cl)c1)c1cccs1
    91	-1	88	4	-7	107	4	97
> C#CCOCCOCCOCCNc1nc(N2CCN(C(=O)C([C@@H](C)CC)n3cc(C(N)CC(C)C)nn3)CC2)nc(N2CCN(C(=O)[C@H](CCCCN)n3cc(C(N)COC(=O)C(F)(F)F)nn3)CC2)n1 (stereo not given in full)
    109	7	94	-2	2	125	1	93
> NCCNC(=O)c1c(NC(=O)c2ccccc2)sc2c1CCCC2
    94	-3	106	11	4	104	-1	111
